High-throughput results (PubChem BioAssay)
INS-1E rescue – rescue of cytokine-induced death in INS-1E beta cells; INS-1E cytokine-induced death, ATP luminescence, 48 h; normalised: neutral wells 0, positive control 100; protection from cytokine-induced ATP loss, % at 10 µM; 0.1% of 20,000 active; AID 488910;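 active = mean replicate protection from cytokine-induced ATP loss at least 50% and at least 75% of replicates each reaching 50%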
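Test system: INS-1E rat cells | Quantity: 8000 cells per well | Medium: Phenol-red-free RPMI with 5% fetal bovine serum | Reagent: Cytokine cocktail of IFN-γ, TNF-α and IL-1β | Doses: One compound concentration, pin transfer | Timing: 48 h co-treatment, 10 min post-lysis read | Technique: Luminescent ATP assay (CellTiter-Glo)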
T cruzi intra – blocks T. cruzi growth inside host cells; intracellular Trypanosoma cruzi in host cells, plate reader; 4.9% of 22,000 active; activity score (inhibition), % at 5.01 µM; AID 651903; in the data active = activity score above about 55%;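 also: parasites and compound incubated about four days before reading; 0% = median of neutral control wells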
The depositor's hits bear a star; · = no result given. These rows are one share of the data; the hit share may differ from the screen's.

SMILES | INS-1E rescue | T cruzi intra
Cc1ccc(S(=O)(=O)N(C)C[C@@H]2Oc3ccc(NS(=O)(=O)c4ccc(F)cc4)cc3CC(=O)N([C@H](C)CO)C[C@H]2C)cc1 | 3 | -16
C[C@@H]1CN([C@H](C)CO)C(=O)c2cccc(NC(=O)Nc3ccc(C(F)(F)F)cc3)c2O[C@H]1CN(C)C(=O)Nc1cccc2ccccc12 | -17 | -4
C[C@@H]1CCCCO[C@H](CN(C)C(=O)Nc2ccccc2)[C@@H](C)CN([C@H](C)CO)C(=O)c2cc(NC(=O)Nc3ccc(C(F)(F)F)cc3)ccc2O1 | -44 | 70*
C[C@@H]1CN([C@H](C)CO)C(=O)Cc2cc(NC(=O)NC3CCCCC3)ccc2O[C@@H]1CN(C)C(=O)Nc1ccc(F)cc1 | -1 | ·
C[C@H]1CN([C@@H](C)CO)C(=O)c2cc(NC(=O)CCCCCC(=O)Nc3ccccc3N)ccc2O[C@@H]1CN(C)S(=O)(=O)c1ccccc1 | 2 | 1
COc1ccc(CN(C)C[C@H]2Oc3c(NS(=O)(=O)c4cn(C)cn4)cccc3C(=O)N([C@@H](C)CO)C[C@@H]2C)cc1 | 10 | -13
CC(C)NC(=O)N(C)C[C@@H]1OCCCC[C@@H](C)Oc2ccc(NC(=O)C3CCCCC3)cc2C(=O)N([C@H](C)CO)C[C@@H]1C | 2 | -18
C[C@@H]1CN([C@@H](C)CO)C(=O)c2cc(NS(=O)(=O)c3cn(C)cn3)ccc2O[C@@H]1CN(C)S(C)(=O)=O | -27 | 1
C[C@H]1CN([C@@H](C)CO)C(=O)Cc2cc(NC(=O)Cn3cnnn3)ccc2O[C@H]1CN(C)Cc1ccc(C(=O)Nc2ccccc2N)cc1 | -7 | 46
CC(C)NC(=O)N(C)C[C@@H]1Oc2ccc(NS(=O)(=O)c3ccccc3)cc2C(=O)N([C@H](C)CO)C[C@@H]1C | · | -13
COc1ccc(NC(=O)N(C)C[C@@H]2Oc3c(NC(=O)c4nc5ccccc5s4)cccc3C(=O)N([C@@H](C)CO)C[C@@H]2C)cc1 | 5 | -1
C[C@H]1CN([C@@H](C)CO)C(=O)Cc2cc(NC(=O)C3CCCCC3)ccc2O[C@H]1CN(C)Cc1ccc(C(F)(F)F)cc1 | -7 | 43
Cc1noc(C)c1S(=O)(=O)Nc1cccc2c1O[C@H](CN(C)C(=O)NC1CCCCC1)[C@H](C)CN([C@@H](C)CO)C2=O | -4 | 8
C[C@H]1CN([C@@H](C)CO)C(=O)c2cc(NC(=O)NC3CCCCC3)ccc2O[C@H]1CN(C)Cc1ccccc1 | · | 6
COc1cccc(CN(C)C[C@@H]2OCc3cn(nn3)CCCC(=O)N([C@H](C)CO)C[C@@H]2C)c1 | · | 5
C[C@H]1CN([C@@H](C)CO)C(=O)c2cccc(NS(=O)(=O)c3cccs3)c2O[C@@H]1CN(C)Cc1ccc(C(F)(F)F)cc1 | 2 | 12
C[C@H](CO)N1C[C@H](C)[C@H](CN(C)C(=O)Nc2ccc3c(c2)OCO3)Oc2ccc(NS(C)(=O)=O)cc2C1=O | 0 | -8
C[C@@H]1CCCCO[C@H](CN(C)C(=O)Cc2ccccc2)[C@@H](C)CN([C@H](C)CO)C(=O)c2cc(NC(=O)c3ccncc3)ccc2O1 | 0 | 1
C[C@@H]1CCCCO[C@@H](CN(C)C(=O)Nc2ccc(C(F)(F)F)cc2)[C@@H](C)CN([C@H](C)CO)C(=O)c2cc(NC(=O)NC3CCCCC3)ccc2O1 | -16 | 76*
COc1ccc(S(=O)(=O)N(C)C[C@H]2Oc3ccc(NC(=O)CCCCCC(=O)Nc4ccccc4N)cc3C(=O)N([C@@H](C)CO)C[C@H]2C)cc1 | 1 | -20
Cc1ccccc1CN(C)C[C@H]1OCc2cnnn2CCCC(=O)N([C@@H](C)CO)C[C@H]1C | · | 0
C[C@@H]1CN([C@H](C)CO)C(=O)c2cc(NC(=O)Cc3ccccc3)ccc2O[C@@H]1CN(C)C(=O)Nc1ccccc1 | -7 | -4
CNC[C@H]1OCCCC[C@@H](C)Oc2ccc(NC(=O)CCC(F)(F)F)cc2C(=O)N([C@H](C)CO)C[C@@H]1C | 5 | -21
COc1ccc(S(=O)(=O)N(C)C[C@@H]2Oc3c(NC(=O)c4ccc(-c5nccs5)cc4)cccc3C(=O)N([C@@H](C)CO)C[C@@H]2C)cc1 | -5 | 14
COc1ccc(S(=O)(=O)N(C)C[C@@H]2Oc3c(NC(=O)Nc4ccccc4)cccc3C(=O)N([C@@H](C)CO)C[C@@H]2C)cc1 | -7 | -18
CNC[C@H]1Oc2ccc(N(C)C)cc2C(=O)N([C@H](C)CO)C[C@@H]1C | -3 | 4
C[C@@H]1CN([C@@H](C)CO)C(=O)Cc2cc(NC(=O)CCCCCC(=O)Nc3ccccc3N)ccc2O[C@@H]1CN(C)S(=O)(=O)c1ccc(F)cc1 | 3 | -3
C[C@@H]1CN([C@H](C)CO)C(=O)c2cc(NC(=O)C3CCCCC3)ccc2O[C@H]1CN(C)C(=O)Nc1ccc(C(F)(F)F)cc1 | -12 | 0
COc1ccc(NC(=O)Nc2ccc3c(c2)C(=O)N([C@H](C)CO)C[C@H](C)[C@@H](CN(C)Cc2ccncc2)O3)cc1 | · | 7
CC(C)NC(=O)Nc1ccc2c(c1)C(=O)N([C@@H](C)CO)C[C@@H](C)[C@@H](CN(C)C(=O)Nc1ccc(C(F)(F)F)cc1)O2 | -3 | -6
Cc1cc(C(=O)Nc2cccc3c2O[C@H](CN(C)S(=O)(=O)c2cn(C)cn2)[C@H](C)CN([C@H](C)CO)C3=O)n(C)n1 | 4 | 4
C[C@@H]1CCCCO[C@@H](CN(C)Cc2ccc(C(=O)Nc3ccccc3N)cc2)[C@@H](C)CN([C@H](C)CO)C(=O)c2cc(NC(=O)C3CCCCC3)ccc2O1 | -5 | 41
C[C@@H]1CN([C@H](C)CO)C(=O)CCCn2nncc2CO[C@@H]1CN(C)Cc1ccc2c(c1)OCO2 | · | -8
COc1ccc(NC(=O)Nc2ccc3c(c2)CC(=O)N([C@@H](C)CO)C[C@@H](C)[C@@H](CN(C)S(C)(=O)=O)O3)cc1 | 10 | -5
C[C@H]1CN([C@@H](C)CO)C(=O)c2cccc(NC(=O)c3nc4ccccc4s3)c2O[C@@H]1CN(C)CC1CC1 | -5 | 8
COc1ccc(NC(=O)Nc2cccc3c2O[C@H](CN(C)S(=O)(=O)c2cn(C)cn2)[C@H](C)CN([C@@H](C)CO)C3=O)cc1 | 10 | -21
C[C@H]1CN([C@@H](C)CO)C(=O)c2cccc(NC(=O)c3nc4ccccc4s3)c2O[C@@H]1CN(C)Cc1ccc2c(c1)OCO2 | -27 | 59*
C[C@@H]1CN([C@@H](C)CO)C(=O)Cc2cc(NC(=O)C3CC3)ccc2O[C@@H]1CN(C)C(=O)Nc1ccc(F)cc1 | -4 | 0
Cc1ccc(S(=O)(=O)N(C)C[C@H]2Oc3ccc(NC(=O)Nc4ccc(C(F)(F)F)cc4)cc3CC(=O)N([C@@H](C)CO)C[C@H]2C)cc1 | -36 | 58*
C[C@@H]1CN([C@@H](C)CO)C(=O)c2cccc(NC(=O)CCCCCC(=O)Nc3ccccc3N)c2O[C@@H]1CN(C)C(=O)Nc1ccccc1 | 4 | 0

Rewritten as a markdown table: entries from further up.
| canonical_smiles | INS-1E rescue | T cruzi intra |
| --- | --- | --- |
| Cc1ccccc1CN(C)C[C@H]1OCc2cnnn2CCCC(=O)N([C@@H](C)CO)C[C@H]1C | · | 0 |
| C[C@@H]1CN([C@H](C)CO)C(=O)c2cc(NC(=O)Cc3ccccc3)ccc2O[C@@H]1CN(C)C(=O)Nc1ccccc1 | -7 | -4 |
| CNC[C@H]1OCCCC[C@@H](C)Oc2ccc(NC(=O)CCC(F)(F)F)cc2C(=O)N([C@H](C)CO)C[C@@H]1C | 5 | -21 |
| COc1ccc(S(=O)(=O)N(C)C[C@@H]2Oc3c(NC(=O)c4ccc(-c5nccs5)cc4)cccc3C(=O)N([C@@H](C)CO)C[C@@H]2C)cc1 | -5 | 14 |
| COc1ccc(S(=O)(=O)N(C)C[C@@H]2Oc3c(NC(=O)Nc4ccccc4)cccc3C(=O)N([C@@H](C)CO)C[C@@H]2C)cc1 | -7 | -18 |
| CNC[C@H]1Oc2ccc(N(C)C)cc2C(=O)N([C@H](C)CO)C[C@@H]1C | -3 | 4 |
| C[C@@H]1CN([C@@H](C)CO)C(=O)Cc2cc(NC(=O)CCCCCC(=O)Nc3ccccc3N)ccc2O[C@@H]1CN(C)S(=O)(=O)c1ccc(F)cc1 | 3 | -3 |
| C[C@@H]1CN([C@H](C)CO)C(=O)c2cc(NC(=O)C3CCCCC3)ccc2O[C@H]1CN(C)C(=O)Nc1ccc(C(F)(F)F)cc1 | -12 | 0 |
| COc1ccc(NC(=O)Nc2ccc3c(c2)C(=O)N([C@H](C)CO)C[C@H](C)[C@@H](CN(C)Cc2ccncc2)O3)cc1 | · | 7 |
| CC(C)NC(=O)Nc1ccc2c(c1)C(=O)N([C@@H](C)CO)C[C@@H](C)[C@@H](CN(C)C(=O)Nc1ccc(C(F)(F)F)cc1)O2 | -3 | -6 |
| Cc1cc(C(=O)Nc2cccc3c2O[C@H](CN(C)S(=O)(=O)c2cn(C)cn2)[C@H](C)CN([C@H](C)CO)C3=O)n(C)n1 | 4 | 4 |
| C[C@@H]1CCCCO[C@@H](CN(C)Cc2ccc(C(=O)Nc3ccccc3N)cc2)[C@@H](C)CN([C@H](C)CO)C(=O)c2cc(NC(=O)C3CCCCC3)ccc2O1 | -5 | 41 |

(continued)
SMILES | INS-1E rescue | T cruzi intra
COc1ccc(S(=O)(=O)Nc2ccc3c(c2)C(=O)N([C@@H](C)CO)C[C@H](C)[C@@H](CN(C)S(=O)(=O)c2ccc(OC)cc2)O3)cc1 | -3 | 6
C[C@H](CO)N1C[C@H](C)[C@@H](CN(C)C(=O)Nc2ccc(C(F)(F)F)cc2)Oc2ccc(NC(=O)Nc3ccccc3)cc2C1=O | 0 | -14
C[C@@H]1CN([C@H](C)CO)C(=O)c2cc(NS(=O)(=O)c3ccc(Cl)cc3)ccc2O[C@H]1CN(C)C | 5 | -8
COc1ccc(S(=O)(=O)Nc2cccc3c2O[C@@H](CN(C)C(=O)Nc2cccc4ccccc24)[C@@H](C)CN([C@@H](C)CO)C3=O)cc1 | 3 | 8
C[C@H](CO)N1C[C@H](C)[C@H](CN(C)CC2CC2)Oc2ccc(NS(C)(=O)=O)cc2CC1=O | 16 | -28
C[C@@H]1CN([C@H](C)CO)C(=O)c2cccc(NC(=O)Nc3ccc(F)cc3)c2O[C@H]1CN(C)CC1CCCCC1 | -38 | 19
Cc1noc(C)c1NC(=O)N(C)C[C@@H]1Oc2ccc(NS(=O)(=O)c3ccc(F)cc3)cc2CC(=O)N([C@H](C)CO)C[C@H]1C | -8 | -10
C[C@H]1CN([C@@H](C)CO)C(=O)c2cccc(NC(=O)Nc3ccc(F)cc3)c2O[C@@H]1CN(C)S(=O)(=O)c1cccs1 | -2 | -21
COc1ccc(NC(=O)Nc2ccc3c(c2)C(=O)N([C@@H](C)CO)C[C@@H](C)[C@@H](CN(C)S(=O)(=O)c2ccc(Cl)cc2)O3)cc1 | -4 | 13
COc1ccc(NC(=O)N(C)C[C@@H]2Oc3ccc(NS(=O)(=O)c4ccc(F)cc4)cc3CC(=O)N([C@@H](C)CO)C[C@@H]2C)cc1 | -11 | -2
Cc1cc(C(=O)Nc2cccc3c2O[C@H](CN(C)S(=O)(=O)c2cn(C)cn2)[C@@H](C)CN([C@@H](C)CO)C3=O)n(C)n1 | 12 | -14
C[C@H](CO)N1C[C@H](C)[C@H](CN(C)Cc2ccc(Oc3ccccc3)cc2)Oc2ccc(NC(=O)Nc3ccc4c(c3)OCO4)cc2CC1=O | -42 | 29
CNC[C@H]1Oc2ccc(NC(=O)Nc3c(C)noc3C)cc2CC(=O)N([C@@H](C)CO)C[C@@H]1C | 7 | -9
COc1ccc(NC(=O)Nc2ccc3c(c2)CC(=O)N([C@@H](C)CO)C[C@@H](C)[C@@H](CN(C)S(=O)(=O)c2ccccc2)O3)cc1 | 14 | -21
C[C@H](CO)N1C[C@H](C)[C@H](CN(C)CC2CCCC2)OCc2cn(nn2)CCCC1=O | 2 | -34
C[C@H](CO)N1C[C@H](C)[C@H](CN(C)C)Oc2ccc(NS(=O)(=O)c3cccs3)cc2C1=O | 3 | -15
C[C@H]1CN([C@@H](C)CO)C(=O)CCCn2nncc2CO[C@H]1CN(C)C(=O)Nc1cccc(Oc2ccccn2)c1 | · | -17
COc1ccc(NC(=O)Nc2ccc3c(c2)C(=O)N([C@H](C)CO)C[C@H](C)[C@H](CN(C)C)O3)cc1 | · | 3
C[C@H]1CN([C@@H](C)CO)C(=O)c2cc(NC(=O)CCC(F)(F)F)ccc2O[C@H]1CN(C)C(=O)Nc1ccccc1 | 1 | -28
COc1ccc(NC(=O)Nc2ccc3c(c2)C(=O)N([C@@H](C)CO)C[C@@H](C)[C@H](CN(C)Cc2ccc4c(c2)OCO4)O3)cc1 | -9 | 3
C[C@@H]1CN([C@H](C)CO)C(=O)c2cccc(NC(=O)c3nc4ccccc4s3)c2O[C@H]1CN(C)S(=O)(=O)c1ccccc1 | -11 | 28
COc1ccc(S(=O)(=O)Nc2ccc3c(c2)C(=O)N([C@H](C)CO)C[C@H](C)[C@H](CN(C)S(=O)(=O)c2cccs2)OCCCC[C@@H](C)O3)cc1 | 4 | 15
C[C@@H]1CN([C@@H](C)CO)C(=O)c2cc(N(C)C)ccc2O[C@H]1CN(C)C | 8 | -23
COc1ccc(CN(C)C[C@@H]2Oc3ccc(NS(=O)(=O)c4ccc(F)cc4)cc3C(=O)N([C@@H](C)CO)C[C@@H]2C)cc1 | -20 | 0
C[C@@H]1CN([C@@H](C)CO)C(=O)Cc2cc(NC(=O)c3ccncc3)ccc2O[C@@H]1CN(C)S(=O)(=O)c1cn(C)cn1 | 12 | -15
